# Screening data deposited in PubChem by several laboratories.
# NS3 helicase inh: inhibitors of HCV NS3 helicase, primary screen, biochemical, Cy5 molecular beacon fluorescence; Hepatitis C virus NS3 helicase; NS3 helicase DNA unwinding; inhibition, % at 10.9 µM; actives 0.56% (n = 290,000); AID 1800, 2009;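 active = inhibition above the mean of all tested compounds plus 3 SD, set per campaign, cut at about 35% in these data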;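 note: 0% = DMSO wells and 100% = thioflavine S control wells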
#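 Compound dosing – single dose, 10.9 µM nominal final, DMSO 0.8% final · System – NS3 helicase fragment of HCV · Buffer or medium – MOPS pH 6.5, MgCl2, DTT, Tween20, BSA · Signal – Cy5 beacon fluorescence read at start and 1 h · Also added – annealed dual-labelled DNA beacon duplex, ATP-started · Schedule – 1 h at 25 °C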
# DNA FID counter: compounds displacing fluorescent DNA intercalator, primary screen, artefact control for HCV NS3 helicase inhibitor project, biochemical, FID fluorescence; DNA fluorescent intercalator displacement; inhibition, % at 7.9 µM; actives 0.17% (n = 290,000); in the data active = inhibition above about 37%;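 note: 0% = vehicle and 100% = reference compound; higher means more ethidium bromide displaced from hairpin DNA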
# OXTR ag: human OXTR agonists, primary screen, fluorescence, CHO-OTR cells, Fluo-8 calcium. Oxytocin receptor (Homo sapiens), P30559. Fluo-8 calcium fluorescence; normalized: DMSO 0%, oxytocin 100%. activation, % at 3 µM. actives 0.32% (n = 320,000);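 active = activation above the mean of all tested compounds plus 3 SD, cutoff set per screening run, cut at about 20% in these data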;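 note: peak over basal fluorescence ratio from a 100 s FLIPR kinetic read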
# Target sequence (P30559 whole entry, looked up): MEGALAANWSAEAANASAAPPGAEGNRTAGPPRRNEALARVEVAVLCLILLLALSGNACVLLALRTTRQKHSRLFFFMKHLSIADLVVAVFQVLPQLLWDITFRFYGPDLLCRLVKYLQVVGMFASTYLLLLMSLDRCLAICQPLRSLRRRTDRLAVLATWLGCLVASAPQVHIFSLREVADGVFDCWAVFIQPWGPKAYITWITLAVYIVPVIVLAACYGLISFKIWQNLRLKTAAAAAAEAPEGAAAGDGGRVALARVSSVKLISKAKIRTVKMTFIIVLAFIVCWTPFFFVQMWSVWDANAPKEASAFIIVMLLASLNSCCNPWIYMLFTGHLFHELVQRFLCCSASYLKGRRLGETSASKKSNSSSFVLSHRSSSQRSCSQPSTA
# GalR3 antagonist: GalR3 antagonists in HEK293 cells, primary screen, cell-based, fluorescence readout | HEK293 GalR3-CNG cAMP membrane potential fluorescence; galR3 body fused to GalR1 C-terminus | inhibition, % at 3 µM | AID 651719, 2012 | Galanin receptor type 3 (Homo sapiens), O60755 | actives 0.44% (n = 360,000);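 active = inhibition above the screen-wide average plus 3 SD, cut at about 13% in these data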;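 note: forskolin and galanin both at EC90 stimulate the cells; cAMP rise reported by CNG channel membrane potential dye signal; 0% = forskolin plus galanin with DMSO and 100% = forskolin alone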
# Target sequence (O60755 1-299 limits assumed): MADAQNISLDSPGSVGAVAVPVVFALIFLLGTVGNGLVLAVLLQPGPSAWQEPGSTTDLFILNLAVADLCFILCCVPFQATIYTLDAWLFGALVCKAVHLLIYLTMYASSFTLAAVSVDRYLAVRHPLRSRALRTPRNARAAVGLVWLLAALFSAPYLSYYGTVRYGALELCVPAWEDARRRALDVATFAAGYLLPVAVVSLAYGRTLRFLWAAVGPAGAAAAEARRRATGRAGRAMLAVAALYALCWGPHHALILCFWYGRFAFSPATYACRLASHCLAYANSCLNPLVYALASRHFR
# V1aR counter: agonists of human V1a receptor, primary screen, counter-screen for OXTR agonist project, fluorescence, CHO-V1R cells; AID 2797, 2010; activation, % at 3 µM; Vasopressin V1a receptor (Homo sapiens), P37288; actives 0.25% (n = 320,000); Fluo-8 calcium fluorescence, agonist mode; 0% DMSO, 100% 3 nM vasopressin;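 active = activation above the mean activation of all tested compounds plus 3 SD, per screening run, cut at about 20% in these data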;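 note: signal is peak over basal fluorescence ratio across a 100 second FLIPR read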
# Target sequence (P37288 whole entry, looked up): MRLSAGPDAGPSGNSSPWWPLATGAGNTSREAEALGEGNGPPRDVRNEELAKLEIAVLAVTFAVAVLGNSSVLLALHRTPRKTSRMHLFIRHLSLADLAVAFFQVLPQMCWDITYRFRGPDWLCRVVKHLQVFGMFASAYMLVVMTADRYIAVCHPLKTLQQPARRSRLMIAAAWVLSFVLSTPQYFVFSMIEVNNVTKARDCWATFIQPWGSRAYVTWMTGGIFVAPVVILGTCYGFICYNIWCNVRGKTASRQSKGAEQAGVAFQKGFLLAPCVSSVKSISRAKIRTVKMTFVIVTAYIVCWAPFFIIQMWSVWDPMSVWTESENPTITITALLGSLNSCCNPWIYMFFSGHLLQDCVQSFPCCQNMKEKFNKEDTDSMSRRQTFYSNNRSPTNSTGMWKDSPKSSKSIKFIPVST
# GPR7 antag: GPR7 receptor antagonists, primary screen, cell-based, fluorescence, single concentration; inhibition, % at 4.4 µM; GPR7-expressing cells, fluorescence antagonist assay; actives 1.1% (n = 290,000); in the data active = inhibition above about 16%, passing the limit was not always enough;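 note: cells stimulated with the agonist NPW; 0% = agonist with vehicle and 100% = vehicle without agonist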
# IMP-1 inhibitor: IMP-1 metallo-beta-lactamase inhibitors, primary screen, biochemical, epi-absorbance readout, Pseudomonas aeruginosa enzyme; metallo-beta-lactamase IMP-1 (Pseudomonas aeruginosa); purified IMP-1, nitrocefin hydrolysis, epi-absorbance fluorescence; inhibition, % at 5.6 µM; actives 0.45% (n = 290,000); AID 1556, 2009;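 active = inhibition above the mean plus 3 SD of all compounds in the same screening run, cut at about 4.5% in these data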;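 note: 0% = IMP-1 with DMSO and 100% = DMSO wells lacking enzyme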
#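 Material – recombinant IMP-1 enzyme, purified · Amount – IMP-1 0.2 nM before substrate addition · Medium – HEPES buffer pH 7.1 with ZnSO4 and Brij 35 · Timing – 25 °C, 15 min preincubation, 25 min reaction · Measured by – plate fluorescence quenching by hydrolysis product, ex 480/em 530 nm · Read-out – percent enzyme inhibition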
# VIM-2 inh: VIM-2 metallo-beta-lactamase inhibitors, primary screen, biochemical, epi-absorbance readout, Pseudomonas aeruginosa enzyme; purified VIM-2, nitrocefin hydrolysis, epi-absorbance fluorescence; inhibition, % at 5.6 µM; actives 0.89% (n = 290,000);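 active = inhibition above the mean of all tested compounds plus 3 SD, cutoff set per screening run, cut at about 7.5% in these data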;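 note: red hydrolysis product quenches plate fluorescence so inhibitors raise well fluorescence; 0% = enzyme with DMSO and 100% = DMSO without enzyme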
# PHOSPHO1 inh: PubChem AID 1565. Phosphoethanolamine/phosphocholine phosphatase (Homo sapiens), Q8TCT1. recombinant PHOSPHO1, absorbance phosphatase assay. inhibition, % at 13.3 µM. actives 1.1% (n = 290,000); in the data active = inhibition above about 60%
# * marks the source's active call; other numbers are inactive results; nt = not tested or not shown. This is a subset; the hit share may differ from the screen's.
SMILES,NS3 helicase inh,DNA FID counter,OXTR ag,GalR3 antagonist,V1aR counter,GPR7 antag,IMP-1 inhibitor,VIM-2 inh,PHOSPHO1 inh
CCc1ccc(NC(=O)CCNC(=O)N2C[C@H]3C[C@@H](C2)c2cccc(=O)n2C3)cc1,3,-17,0.5,-10,0.4,-12,-3.4,-1.8,-8
OC(CN1CCC(c2c[nH]c3ccccc23)CC1)C(F)(F)F (stereo not given),-2,-5,2.5,-11,0.9,-12,-2.3,-0.9,31
Cc1ccc2c(c1)C(c1ccccc1)=NCC(=O)N2,-6,-13,-0.1,-8,0.5,7,-1.6,-1.1,4
Cc1ccccc1C(O)(Cc1ccccc1)C1CN2CCC1CC2 (stereo not given),-16,11,4.6,-6,2.5,11,-5.3,-2.1,6
Clc1ccc(CNC2CN3CCC2CC3)cc1 (stereo not given),2,-1,0.6,-3,0.8,-7,0.6,0.3,-13
O=C(Cc1cc(=O)[nH]c(=O)[nH]1)N1CCN(CCO)CC1,-10,0,nt,nt,nt,-12,-2.3,-3.4,44
CCOc1ccc(NC(=O)N2C[C@H]3C[C@@H](C2)c2cccc(=O)n2C3)cc1,-18,-3,1.0,-6,0.7,-12,-4.3,-6.5,14
CCc1ccc(N2C(=O)NC(=O)/C(=C\C=C\c3ccco3)C2=O)cc1,0,-19,2.8,-6,1.7,-4,-0.1,2.5,20
O=C(O)c1ccc(NC(=O)N2C[C@H]3C[C@@H](C2)c2cccc(=O)n2C3)cc1,10,-1,1.2,-7,0.6,4,0.3,0.3,29
Nc1ccccc1C(=O)OCC(=O)Nc1ccc(Br)cc1F,7,0,-1.7,-6,-0.2,1,-3.1,-3.2,42

# Among those listed so far, these contain an NH in an aromatic ring.
SMILES,NS3 helicase inh,DNA FID counter,OXTR ag,GalR3 antagonist,V1aR counter,GPR7 antag,IMP-1 inhibitor,VIM-2 inh,PHOSPHO1 inh
OC(CN1CCC(c2c[nH]c3ccccc23)CC1)C(F)(F)F (stereo not given),-2,-5,2.5,-11,0.9,-12,-2.3,-0.9,31
O=C(Cc1cc(=O)[nH]c(=O)[nH]1)N1CCN(CCO)CC1,-10,0,nt,nt,nt,-12,-2.3,-3.4,44

# A run of entries from the list above:
SMILES,NS3 helicase inh,DNA FID counter,OXTR ag,GalR3 antagonist,V1aR counter,GPR7 antag,IMP-1 inhibitor,VIM-2 inh,PHOSPHO1 inh
CCc1ccc(N2C(=O)NC(=O)/C(=C\C=C\c3ccco3)C2=O)cc1,0,-19,2.8,-6,1.7,-4,-0.1,2.5,20
O=C(O)c1ccc(NC(=O)N2C[C@H]3C[C@@H](C2)c2cccc(=O)n2C3)cc1,10,-1,1.2,-7,0.6,4,0.3,0.3,29
Nc1ccccc1C(=O)OCC(=O)Nc1ccc(Br)cc1F,7,0,-1.7,-6,-0.2,1,-3.1,-3.2,42

# Carrying on.
SMILES,NS3 helicase inh,DNA FID counter,OXTR ag,GalR3 antagonist,V1aR counter,GPR7 antag,IMP-1 inhibitor,VIM-2 inh,PHOSPHO1 inh
N=C1c2ccccc2CN1c1ncccn1,-4,-5,0.5,-2,-0.3,-11,-0.9,-2.9,-7
CCc1cccc2c(C#N)cn(CC(=O)N3CCOCC3)c12,-9,-2,1.6,-2,-0.4,-2,1.0,1.1,-8
CC(C)n1c(=O)c(C=Nc2ccc(S(N)(=O)=O)cc2)c(O)n(Cc2ccco2)c1=O,18,-31,1.2,-2,0.1,-1,-1.8,0.3,9
C/C(=N\NC(=O)c1ccccc1O)c1c(O)n(Cc2ccccc2)c(=O)[nH]c1=O,-19,-17,0.6,-4,0.7,2,-1.2,-2.3,21
COc1cccc(-c2nc(CS(=O)CC(=O)N3CCC4(CC3)OCCO4)c(C)o2)c1 (stereo not given),-10,-21,-1.0,-5,-0.5,-13,-1.6,-0.1,46
O=C1NC(=O)C(=Cc2ccc3ccccc3c2)C(=O)N1,7,2,-0.8,-6,0.2,-7,-1.7,-2.3,25
COc1ccccc1CCNCc1ccc(OC)c(OC)c1OC,-13,16,4.0,-9,3.5,1,1.3,0.4,15
C[N+]1=C(/C=C/Nc2ccccc2)C(C)(C)c2ccccc21,-3,-5,1.5,-3,0.0,0,-2.7,-1.6,-18
COc1ccc(OC)c(CN2CCN(C(=O)COc3cccc(C)c3)CC2)c1,2,-12,1.9,0,0.4,20,-1.4,-2.8,-8
CC(C)OC12Oc3ccccc3C=C1N1CCC2CC1 (stereo not given),-9,4,0.4,-1,0.0,12,-1.2,-1.7,9
COc1ccccc1-n1c(O)c(/C=N/N2CCCCC2)c(=O)n(-c2ccccc2OC)c1=S,8,-18,0.1,-4,-2.2,-9,-0.8,-0.5,24
CCC(C)C12CN3CCN(CC(C)(C3)C1O)C2 (stereo not given),3,1,0.8,-2,0.5,-2,-1.6,-4.4,39
CC1=NN(c2ccccc2)C(=O)C1/C=C1\C(=O)NC(=O)N(c2cc(C)cc(C)c2)C1=O (stereo not given),11,-14,-0.1,-4,0.4,-14,-4.5,-1.0,-8
[N-]=[N+]=NCCN1CCC(O)CCC1=O (stereo not given),17,-2,0.4,-4,1.3,-1,-4.1,-1.4,-2
Cc1c(O)ccc(C(=O)CN2CC(C)OC(C)C2)c1O (stereo not given),10,-12,3.7,-8,3.4,-7,-2.3,0.8,22
Cc1ccc(-c2ccc(=O)n(CC(=O)N3CCC4(CC3)OCCO4)n2)cc1,-5,-12,-2.1,-1,-0.8,-20,-1.7,-2.3,18
O=C1CCCC2C3CCCN4CCCC(CN12)C34 (stereo not given),5,0,0.3,-5,0.2,-2,-1.1,-2.1,-17
Cc1ccc(NP(=O)(Nc2ccc(C)cc2)Oc2ccccc2)cc1,-18,-13,-1.9,-6,5.9,-17,-1.2,-0.3,8
O=c1c2ccccc2nc(/C=C/c2ccc3c(c2)OCO3)n1-c1ccccc1,-9,-15,-1.8,-4,-0.7,-1,-0.8,-3.6,-21
C[C@H](NC(=O)N1C[C@H]2C[C@@H](C1)c1cccc(=O)n1C2)C(=O)Nc1cccc(F)c1,20,-2,0.5,-7,-0.6,-4,-2.6,-2.5,3
COC(=O)C1C2c3ccccc3C(c3ccccc32)C1C(=O)OC (stereo not given),-6,-17,-0.4,-2,-0.6,3,-1.5,-4.5,-13
Clc1ccccc1CN1CCN(c2ccccc2)CC1,-1,3,-1.1,-2,-0.6,5,-1.6,-1.5,5
CN1CCN(C(=O)COc2ccc3ccccc3c2Br)CC1,-3,6,1.2,0,0.0,-4,-3.1,-4.1,-14
Cc1c(C(=O)N2CCC3(CC2)OCCO3)sc2ncnc(N3CCN(c4ccccn4)CC3)c12,0,-35,-0.9,1,2.8,-13,-3.6,-1.5,18
O=c1cccc2n1CC1CC2CN(S(=O)(=O)c2ccc(F)cc2)C1 (stereo not given),-5,-2,0.7,-2,-0.3,-3,-3.5,-0.8,44
CC(=NCCCN1CCOCC1)c1c(O)[nH]c(=O)[nH]c1=O,-6,2,0.3,-4,-0.5,-4,-2.1,-1.5,-6
Cc1ccc2occ(CN3CC4CC(C3)c3cccc(=O)n3C4)c(=O)c2c1 (stereo not given),4,-16,0.0,4,-0.2,-6,-3.8,-4.6,-2
CCOC(=O)Cn1cc(C=C2C(=O)N(C)C(=O)N(C)C2=O)c2ccccc21,14,-3,-1.1,-10,15,5,-2.7,1.2,33
COc1nc(NC(C)C)nc(NC(C)C)n1,15,-2,-0.5,-1,0.5,-5,-0.8,-0.3,9
c1cc2c(cc1CCNC1C3CC4CC(C3)CC1C4)OCO2 (stereo not given),-2,-2,4.2,-4,1.2,-1,0.5,-1.2,-4

# Random excerpt: 4 entries already listed
SMILES,NS3 helicase inh,DNA FID counter,OXTR ag,GalR3 antagonist,V1aR counter,GPR7 antag,IMP-1 inhibitor,VIM-2 inh,PHOSPHO1 inh
COC(=O)C1C2c3ccccc3C(c3ccccc32)C1C(=O)OC (stereo not given),-6,-17,-0.4,-2,-0.6,3,-1.5,-4.5,-13
CC(=NCCCN1CCOCC1)c1c(O)[nH]c(=O)[nH]c1=O,-6,2,0.3,-4,-0.5,-4,-2.1,-1.5,-6
COc1nc(NC(C)C)nc(NC(C)C)n1,15,-2,-0.5,-1,0.5,-5,-0.8,-0.3,9
O=c1cccc2n1CC1CC2CN(S(=O)(=O)c2ccc(F)cc2)C1 (stereo not given),-5,-2,0.7,-2,-0.3,-3,-3.5,-0.8,44

# (list continues)
SMILES,NS3 helicase inh,DNA FID counter,OXTR ag,GalR3 antagonist,V1aR counter,GPR7 antag,IMP-1 inhibitor,VIM-2 inh,PHOSPHO1 inh
C/C(=N\N1CCCCCC1)c1c(O)n(-c2ccc(C)cc2)c(=O)[nH]c1=O,-6,-27,-1.0,-2,-0.2,-8,-1.7,-0.6,0
CCCC(=O)Nc1ccc(N2CCN(CC)CC2)c(Cl)c1,1,7,1.2,-2,0.9,-7,-2.1,-1.1,6
CC1(C)C2SCC(=O)N2CCN1CC(=O)NN (stereo not given),6,-25,-1.0,-1,-0.1,-16,-4.5,-3.5,2
COc1ccccc1N(CC(=O)NC1CCCCC1)C(=O)c1cnn(C(C)C)c1,-7,-28,-0.4,-3,0.0,9,-2.1,-2.2,4
CCOC(=O)C1(CCc2ccccc2)CCN(Cc2ccco2)CC1,7,5,-1.1,-5,1.9,-1,-1.0,-1.9,9
O=C(C1CCN(c2nc3ccc(Br)cc3s2)CC1)N1CCC2(CC1)OCCO2,-12,-1,18,-3,11,6,-0.3,0.3,36
Cc1c(NC(=O)C(C)OC(=O)Cc2ccccc2)c(=O)n(-c2ccccc2)n1C (stereo not given),-2,-4,-0.1,-8,-0.4,-9,-4.2,-5.0,-21
CC(C)c1ccc(N2C(=O)NC(=O)/C(=C/C=C/c3ccco3)C2=O)cc1,23,-21,1.6,0,4.7,1,4.0,-0.9,-5
CN[C@@H]1C[C@@H](c2ccc(Cl)c(Cl)c2)c2ccccc21,-63,22,28*,nt,16,47*,-1.4,-2.8,32
C=CC[N+]1(C)C2CCC1CC(O)C2 (stereo not given),0,0,-0.4,-1,0.4,-9,-1.9,-2.4,-13
CCCNS(=O)(=O)c1ccc(OCC(=O)N2CCN(C)CC2)cc1,2,1,0.1,-1,0.6,-17,-2.9,-2.3,18
CSc1ccc(CN2CCN(c3ccccc3C)CC2)cc1,-21,6,-1.5,-11,0.1,-11,-3.0,-1.2,3
Cc1ccc(C)c(NC(=O)CSc2nnc([C@@H](N)Cc3c[nH]c4ccccc34)o2)c1,nt,nt,0.0,-3,0.9,nt,nt,nt,28
